Cneo AK release: Cryptococcus neoformans lysis via adenylate kinase release. C. neoformans lysis, adenylate kinase release luminescence, 4 h; normalised: neutral wells 0, clomiphene wells 100. lysis activity, % at 15 µM. hit rate 0.2% among 360,000. AID 651654;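 active = mean lysis activity across replicates of at least 80%, whatever share of replicates individually reach that level; inactive = mean lysis activity below 80%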
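Assay system: C. neoformans cells. Amount: yeast cell density of 5 × 10^6 cells/mL. Technique: AK luminescence. Buffer or medium: YPD. Times: static 4 h at 37 °C with compound, 1 h detection. Dosing: single-point compound dose. Read-out: lysis from increased AK signal.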
PglD inh: inhibitors of Campylobacter jejuni PglD acetyltransferase. hit rate 0.098% among 360,000. inhibition, % at 12.5 µM. purified PglD enzyme, DTNB colorimetric CoA detection. AID 602405; in the data active = inhibition above about 16%, passing the limit was not always enough; note: strong numbers were not always called active
E-sel inducer: induces E-selectin expression in human endothelial cells; P16581; HUVEC E-selectin immunofluorescence imaging; normalized: neutral wells 0, TNF-alpha wells 100; activation, % at 7.58 µM; hit rate 0.37% among 260,000;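 active = mean E-selectin-positive cell signal at least 10% of the positive control, reached in at least 60% of replicates, without over 20% cell loss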;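 note: in these data hits start at about 27%; measured in HUVEC primary endothelial cells; signal is the percent of cells scored E-selectin positive by PE staining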
Target sequence (P16581 whole entry, looked up): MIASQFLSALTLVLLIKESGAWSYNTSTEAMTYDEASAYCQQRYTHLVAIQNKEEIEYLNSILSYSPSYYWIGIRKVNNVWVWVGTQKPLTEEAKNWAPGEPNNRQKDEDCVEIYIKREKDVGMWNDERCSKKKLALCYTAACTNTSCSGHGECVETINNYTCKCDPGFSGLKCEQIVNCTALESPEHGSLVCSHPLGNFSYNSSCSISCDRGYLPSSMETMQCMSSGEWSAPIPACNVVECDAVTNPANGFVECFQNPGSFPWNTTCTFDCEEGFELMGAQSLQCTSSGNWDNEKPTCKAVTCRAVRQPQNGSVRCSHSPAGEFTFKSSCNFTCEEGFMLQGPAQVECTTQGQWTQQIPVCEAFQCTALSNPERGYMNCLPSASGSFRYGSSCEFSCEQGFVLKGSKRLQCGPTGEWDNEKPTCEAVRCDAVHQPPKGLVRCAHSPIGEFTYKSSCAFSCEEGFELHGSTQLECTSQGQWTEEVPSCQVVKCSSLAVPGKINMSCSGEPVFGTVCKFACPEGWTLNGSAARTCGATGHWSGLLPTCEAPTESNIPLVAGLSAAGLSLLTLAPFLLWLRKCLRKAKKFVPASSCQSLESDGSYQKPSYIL
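System: HUVEC, human umbilical vein endothelial cells; quantity: 3,000 cells/well; buffer or medium: EGM-2 medium, gelatin-coated wells; dosing: single-point compound dose; detection: immunofluorescence imaging; evaluation: % PE-positive cells; benchmarks: TNF-alpha, DMSO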
PGC1a acetyl inh: PGC1a acetylation modulation, inhibitor mode. U2OS PGC1a acetylation, AlphaScreen anti-acetyl-lysine; with virally co-expressed GCN5 acetyltransferase. inhibition, % at 15.6 µM. hit rate 0.17% among 350,000;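 active = every replicate shows inhibition of at least 40%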;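 note: 0% = neutral control wells and 100% = positive control wells; some results beyond the cut were filed as inactive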
miR-122 sensor: miR-122 inhibition in Huh7 cells. hit rate 0.3% among 340,000. AID 602342. activation (reporter increase), % at 12.5 µM. Huh7 miR-122 Renilla luciferase sensor, 48 h; neutral wells = 0, positive control = 100;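 active = mean replicate activation score at least 90 and every replicate individually at or above 90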;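 note: higher luciferase means less miR-122 activity so hits act as miR-122 inhibitors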
RAD54 branch: blocks human RAD54 Holliday junction branch migration; AID 602329; inhibition, % at 10.4 µM; Q92698; hit rate 0.14% among 360,000; FAM/BHQ fluorescence;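 active = mean normalized replicate activity at least 40 and at least half of replicates scoring 40 or more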;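 note: 0% = median of neutral control wells and 100% = median of positive control wells; inhibitors cause a drop in the FAM fluorescence signal; in these data hits start at about 50%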
RAD52 inh: inhibitors of human RAD52 DNA annealing; P43351; recombinant RAD52 DNA annealing, FRET fluorescence; inhibition, % at 18.7 µM; hit rate 0.46% among 360,000;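 active = every replicate showing at least 50% inhibition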
Target sequence (P43351 whole entry, looked up): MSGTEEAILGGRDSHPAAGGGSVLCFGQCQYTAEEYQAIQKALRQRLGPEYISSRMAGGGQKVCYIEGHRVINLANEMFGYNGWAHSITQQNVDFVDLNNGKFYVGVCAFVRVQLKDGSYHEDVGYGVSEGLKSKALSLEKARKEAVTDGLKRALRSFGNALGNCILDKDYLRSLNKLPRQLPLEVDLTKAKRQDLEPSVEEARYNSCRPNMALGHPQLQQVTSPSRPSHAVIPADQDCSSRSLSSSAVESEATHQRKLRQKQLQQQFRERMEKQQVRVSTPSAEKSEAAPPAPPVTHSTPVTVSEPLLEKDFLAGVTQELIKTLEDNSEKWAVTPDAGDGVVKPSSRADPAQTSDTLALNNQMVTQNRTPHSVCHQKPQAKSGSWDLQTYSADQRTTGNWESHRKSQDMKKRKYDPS
ERAP1 inh: inhibitors of human ERAP1 aminopeptidase | Q9NZ08 | recombinant ERAP1, Leu-AMC fluorescence, 60 min | inhibition, % at 10.7 µM | hit rate 0.15% among 340,000 | AID 652197;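 active = mean replicate inhibition of at least 30%, or all replicates individually reaching that 30% level; inactive = mean below 30% and not every replicate reaching it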;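 note: 0% = neutral control wells and 100% = L-leucinethiol positive control wells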
An asterisk follows results filed as active; / = not tested or not shown; [ ] = remark or other dose. This is a random part of the collection. Share with any hit: about 1.4%.

The line under a structure holds: E-sel inducer	miR-122 sensor	ERAP1 inh	PGC1a acetyl inh	Cneo AK release	PglD inh	RAD54 branch	RAD52 inh
- O=C(NC1CCCC1)N[C@H]1C=C[C@H](CC(=O)N2CCOCC2)O[C@H]1CO
    0.6	1[16.7 µM]	0	0	-2	-3	-3	-1
- Cc1cccc(-c2cc3nc4c(c(N5CCC6(CC5)OCCO6)n3n2)CCCC4)c1
    /	0	3	5	-1	4	1	-5
- O=C(Nc1cccc(F)c1)N1CCCCN2[C@H](C1)[C@@H](c1ccc(C#Cc3ccccc3)cc1)[C@@H]2CO
    -1.0	1[16.7 µM]	-4	-39	0	-3	13	-25
- CN(C)CCCN1C(=O)c2cc3ccccc3cc2C1=O
    /	-4	1	12	0	-2	25	15
- COc1ccc(NC(=O)Nc2ccc3c(c2)C(=O)N([C@H](C)CO)C[C@H](C)[C@H](CN(C)C(=O)Nc2ccc(OC)cc2)OCCCC[C@@H](C)O3)cc1
    0.6	4[16.7 µM]	-5	3	-2	6	-26	-4
- CO[C@@H]1CN(C)C(=O)c2cc(NC(=O)c3nc4ccccc4s3)ccc2OC[C@@H](C)N(Cc2ccncc2)C[C@@H]1C
    /	1[16.7 µM]	0	/	-14	0	2	28
- C[C@@H]1CN([C@@H](C)CO)C(=O)c2cc(NC(=O)CCC(F)(F)F)ccc2O[C@@H]1CN(C)C(=O)Nc1cccc2ccccc12
    -6.3	-2[16.7 µM]	0	-9	-4	1	-2	5
- CCCNC(=O)COc1coc(CN2CCN(c3ccccc3OC)CC2)cc1=O
    /	2	-1	7	-6	-6	-7	-9
- Cc1noc(C)c1NC(=O)Nc1cccc2c1O[C@@H](CN(C)C(=O)NC1CCCCC1)[C@@H](C)CN([C@H](C)CO)C2=O
    0.0	2[16.7 µM]	-1	7	0	4	-11	-9
- CC(=O)c1ccccc1N(C(=O)c1ccco1)C(C(=O)NC1CCCC1)c1ccc(C)cc1 (stereo not given)
    -0.1	2	-5	13	-2	-2	23	-7

Just PglD inh and PGC1a acetyl inh, for two of the compounds above:
Structure	PglD inh	PGC1a acetyl inh
O=C(Nc1cccc(F)c1)N1CCCCN2[C@H](C1)[C@@H](c1ccc(C#Cc3ccccc3)cc1)[C@@H]2CO	-3	-39
CN(C)CCCN1C(=O)c2cc3ccccc3cc2C1=O	-2	12

The results go on.
The line under a structure holds: E-sel inducer	miR-122 sensor	ERAP1 inh	PGC1a acetyl inh	Cneo AK release	PglD inh	RAD54 branch	RAD52 inh
- COc1ccc(CSc2nc(N3CCOCC3)c3c(c2C#N)CC(C)(C)OC3)cc1
    /	-2	/	-24	-1	1	-2	/
- O=C(C(Cc1ccccc1)n1cccc1)N1CCN(c2ncccn2)CC1 (stereo not given)
    -0.1	-1	4	-3	3	3	-2	-21
- O=C1C=C(c2ccc(-c3ccccc3)cc2)C[C@@H](c2ccc3c(c2)OCO3)C1
    0.1	-1	-4	2	-3	-3	-2	-12
- CCCC(=O)NCCCc1nc2ccccc2n1CCC
    /	-1	/	-6	2	3	-5	/
- O=Cc1cc([N+](=O)[O-])ccc1N1CCN(Cc2ccc3c(c2)OCO3)CC1
    0.0	-3	1	8	3	-6	10	6
- Cc1ccc2oc(=O)c3cnn(CC(=O)N4CCCc5ccccc54)c3c2c1
    0.5	-5	8	/	1	2	11	-3
- N#CC(c1ccc(Cl)nn1)c1ccccc1Cl (stereo not given)
    /	24	/	4	0	-2	3	/
- C[C@H]1CN([C@@H](C)CO)C(=O)c2cc(NS(=O)(=O)c3ccccc3)ccc2O[C@H]1CN(C)Cc1ccc(-c2ccccc2)cc1
    -0.1	3[16.7 µM]	0	17	2	-1	-4	-9
- CC(OC(=O)c1ccccc1C(=O)N(C)c1ccccc1)C(=O)Nc1ccc(C(N)=O)cc1 (stereo not given)
    -2.0	-3	4	9	-4	0	-5	3
- C[C@@H]1CN([C@H](C)CO)C(=O)Cc2cc(NC(=O)c3ccncc3)ccc2O[C@H]1CN(C)C(=O)Nc1cccc2ccccc12
    0.2	4[16.7 µM]	-1	-1	-3	0	5	1

Four entries from above, with each value named:
Compound: Cc1ccc2oc(=O)c3cnn(CC(=O)N4CCCc5ccccc54)c3c2c1
  E-sel inducer = 0.5
  miR-122 sensor = -5
  ERAP1 inh = 8
  PGC1a acetyl inh = /
  Cneo AK release = 1
  PglD inh = 2
  RAD54 branch = 11
  RAD52 inh = -3

Compound: N#CC(c1ccc(Cl)nn1)c1ccccc1Cl (stereo not given)
  E-sel inducer = /
  miR-122 sensor = 24
  ERAP1 inh = /
  PGC1a acetyl inh = 4
  Cneo AK release = 0
  PglD inh = -2
  RAD54 branch = 3
  RAD52 inh = /

Compound: C[C@H]1CN([C@@H](C)CO)C(=O)c2cc(NS(=O)(=O)c3ccccc3)ccc2O[C@H]1CN(C)Cc1ccc(-c2ccccc2)cc1
  E-sel inducer = -0.1
  miR-122 sensor = 3[16.7 µM]
  ERAP1 inh = 0
  PGC1a acetyl inh = 17
  Cneo AK release = 2
  PglD inh = -1
  RAD54 branch = -4
  RAD52 inh = -9

Compound: CC(OC(=O)c1ccccc1C(=O)N(C)c1ccccc1)C(=O)Nc1ccc(C(N)=O)cc1 (stereo not given)
  E-sel inducer = -2.0
  miR-122 sensor = -3
  ERAP1 inh = 4
  PGC1a acetyl inh = 9
  Cneo AK release = -4
  PglD inh = 0
  RAD54 branch = -5
  RAD52 inh = 3

The list goes on.
The line under a structure holds: E-sel inducer	miR-122 sensor	ERAP1 inh	PGC1a acetyl inh	Cneo AK release	PglD inh	RAD54 branch	RAD52 inh
- CCOCCCNC(=O)c1cc2c(=O)n3ccccc3nc2s1
    /	-2	-145	-1	0	-9	10	-13
- CCCNC(=O)C[C@@H]1CC[C@@H]2[C@H](COC[C@H](O)CN2Cc2ccc(Cl)c(Cl)c2)O1
    0.1	1[16.7 µM]	1	-2	-3	-2	-2	8
- C[C@@H]1CCCCO[C@H](CN(C)Cc2ccc(C(=O)Nc3ccccc3N)cc2)[C@@H](C)CN([C@H](C)CO)C(=O)c2cc(NS(=O)(=O)c3cccs3)ccc2O1
    1.0	13[16.7 µM]	-1	3	-2	-1	1	-4
- NC(=O)NCC#Cc1ccc2c(c1)[C@]1(C(=O)N2)[C@H](c2ccccc2OCCO)N2[C@H](c3ccccc3)[C@H](c3ccccc3)OC(=O)[C@H]2[C@@H]1C(=O)O
    /	/	0	/	0	-3	0	10
- OC[C@@H]1[C@@H](c2ccccc2)C2(CN(CC3CCOCC3)C2)N1Cc1nccs1
    -0.1	/	0	22	/	/	/	-3
- Cc1ccc(C(=O)NNC(=O)c2cc3ccccc3cc2O)cc1
    /	5	3	0	2	-3	-17	-12
- CCS(=O)(=O)NCC(c1cccnc1)N1CCN(c2ccccc2)CC1 (stereo not given)
    -0.4	/	-2	/	-2	0	1	0
- CC(C)(O)CC[C@@H](O)[C@](C)(O)C1CC[C@@]2(O)C3=CC(=O)[C@@H]4C[C@@H](O)[C@@H](O)C[C@]4(C)C3CC[C@]12C (stereo not given in full)
    -0.2	/	-3	/	-3	-2	-9	-2
- CCOC(=O)C1=CN(Cc2ccco2)S(=O)(=O)N(C)C1c1ccc2ccccc2c1 (stereo not given)
    -1.5	7	13	-19	0	1	1	-22
- COc1ccc(NC(=O)CN2CCN(CC(=O)Nc3ccc(F)cc3F)CC2)cc1
    /	/	-1	-9	-1	-5	-2	-12
- O=C(Nc1ccc(F)cc1)N[C@H]1CC[C@H](CCNC(=O)c2ccccc2F)O[C@H]1CO
    -0.5	/	-9	3	/	/	/	-6
- Cc1cccc(C)c1NC(=O)c1csc([C@@H]2O[C@H](CO)[C@H](O)[C@H](O)[C@H]2O)n1
    -0.3	-2	0	-1	1	/	-5	-11
- c1ccc2c(c1)nnn2Cc1nnc2sc(-c3ccncc3)nn12
    /	/	/	21	0	-2	4	/
- Cc1cccc(OCCC(=O)N(C)CC(=O)Nc2cccc3ccccc23)c1
    /	/	1	/	-3	7	0	-11
- CNC(=O)NC(=O)CSc1nnc(-c2ccco2)n1-c1ccccc1
    0.0	/	2	/	3	4	-3	-15
- CC(=O)Nc1ccc(NC(=O)Nc2cccc3ccccc23)cc1
    3.1	-5	-5	-7	0	4	-7	-5
- N#Cc1nc2ccccc2n1OCc1ccccc1
    /	-4	-11	-10	-2	/	-8	-3
- O=C(C[C@@H]1C[C@@H]2c3cc(NC(=O)CC4CC4)ccc3O[C@@H]2[C@@H](CO)O1)NCc1ccccc1
    0.1	-2[16.7 µM]	2	-2	-2	-1	-2	-12
- O=C(N/C(=C\c1ccc(Cl)cc1)C(=O)N1CCOCC1)c1ccco1
    /	2	-3	1	0	0	-5	-10
- Fc1ccc(-c2cc(C(F)(F)C(F)F)[nH]n2)cc1
    /	-4	0	4	0	1	5	-11
- CC1CCCCN1S(=O)(=O)c1ccc(NC(=O)CSc2nnnn2C)cc1 (stereo not given)
    /	-9	/	/	-1	8	1	/
- COc1ccc(CN(C)C[C@H]2OCCCC[C@H](C)Oc3ccc(NC(=O)Nc4c(C)noc4C)cc3C(=O)N([C@@H](C)CO)C[C@H]2C)cc1
    -0.2	12[16.7 µM]	-2	2	-2	1	-1	-3
- O=C(CNC(=O)[C@@H]1Cc2ccccc2CN1)Nc1ccc2c(c1)OCCO2
    /	5	1	3	0	-6	-9	-10
- C[C@@H]1CN([C@@H](C)CO)S(=O)(=O)c2ccc(C#Cc3ccccc3F)cc2O[C@@H]1CN(C)C(=O)Cc1ccccc1
    -0.3	-4[16.7 µM]	-7	-24	3	6	0	4
- CCOC(=O)CN1C(=O)N[C@@H](c2cccs2)C(C(=O)OC)=C1C
    -0.2	/	0	/	-2	4	-6	-13
- COc1ccccc1C(=O)NC(=O)CSc1nnc(N)s1
    0.4	-9	9	0	0	-3	-5	-20
- CCC(C(=O)Nc1cccnc1)n1c(=O)[nH]c2ccccc2c1=O (stereo not given)
    /	-2	-4	-5	-1	-1	6	-6
- Oc1cccc2cc(Nc3ccccc3)cnc12
    0.2	-5	14	28	9	-6	16	-5
- CCN(CC)S(=O)(=O)c1nnc(NC(=O)c2ccco2)s1
    -0.1	/	-1	/	-3	-2	-2	-2
- Cc1cc(Br)ccc1NC(=O)CN(C)C(=O)c1ccccc1OCc1c(C)noc1C
    -0.2	-3	0	4	-1	5	10	-3
- COCC(=O)Nc1ccc2c(c1)C(=O)N(C)C[C@@H](OC)[C@@H](C)CN(C(=O)NC(C)C)[C@H](C)CO2
    0.0	10[16.7 µM]	1	1	-1	2	2	-7
- C[C@H]1CCCCO[C@H](CN(C)Cc2ccc(Cl)c(Cl)c2)[C@@H](C)CN([C@@H](C)CO)C(=O)c2cc(NC(=O)CCC(F)(F)F)ccc2O1
    -0.3	-17[16.7 µM]	-1	16	1	0	5	-182
- OCCNc1nc(N2CCOCC2)nc(N2CCOCC2)n1
    4.1	-7	1	-2	1	0	-17	-9
- Cc1ccc(NS(=O)(=O)Cc2ccccc2)cc1Cl
    0.2	16	-1	-7	8	-4	5	-19
- COC(=O)c1ccc(C)c(NC(=O)CN(c2ccc3c(c2)OCO3)S(C)(=O)=O)c1
    /	-1	/	-11	-1	1	2	/

Screening data deposited in PubChem by Broad Institute.
